phage Ecoli inh: growth loss of phage-infected E. coli, primary screen, RecBCD inhibitor project, absorbance, with phage, HTS; inhibition, % at 11.9 µM; actives 0.26% (n = 360,000); AID 651602, 2012; in the data active means inhibition above about 11%
Mot1-301 SUMO: yeast Mot1-301 growth rescue at high temperature, primary screen, SUMOylation pathway inhibitor project, S. cerevisiae, ATP luminescence, 38.5C. AID 2716, 2010. actives 1% (n = 320,000). growth rescue, % at 18.8 µM. S. cerevisiae Mot1-301 growth rescue; percent above DMSO median, 100 means doubled;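 active means every valid replicate shows activation above 250% relative to neutral control wells; inactive means the rest, any valid replicate at or below 250%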;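 further: OY570 slx delta 5 strain wells were the positive control but not used for scaling; some compounds called inactive have numbers as strong as hits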
HTR5A ag: HTR5A agonists in luminescence cell assay, primary screen, counter-screen for OPRM1-OPRD1 heterodimer agonist project, full-deck HTS; activation, % at 9.3 µM; AID 504692, 2011; cell-based; 5-hydroxytryptamine receptor 5A (Homo sapiens), P47898; actives 0.61% (n = 340,000); in the data active means activation mostly above about 9.5%, no sharp cut-off; inactive means mostly below about 7.6%;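 further: 0% = cells with vehicle only and 100% = reference agonist; strong numbers were not always called active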
Ecoli viability: E. coli V3065 growth inhibition, primary screen, counter-screen for AddAB inhibitor project, absorbance, OD600; actives 0.27% (n = 330,000); inhibition, % at 11.9 µM; 18 h;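 active means inhibition above the campaign's mean inhibition across all tested compounds plus 3 SD, cut at about 9.9% in these data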;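 further: uninfected addAB+ strain grown without phage in ampicillin broth; 0% = DMSO wells and 100% = ciprofloxacin 0.95 µg/ml wells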
AddAB inh: growth inhibition of E. coli expressing H. pylori AddAB, primary screen, AddAB inhibitor project, absorbance; actives 0.29% (n = 330,000); inhibition, % at 11.9 µM; AID 435030, 2010; in the data active means inhibition above about 12%;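 further: 0% = vehicle wells of infected cells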
DAGLB inh: DAGLB lipase inhibitors, primary screen, biochemical, fluorescence, HTS; actives 0.059% (n = 340,000); inhibition, % at 5.17 µM; Diacylglycerol lipase-beta (Homo sapiens), Q8NCG7; HEK293T DAGLB membrane lysate, EnzChek fluorogenic substrate; in the data active means inhibition above about 34%;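 further: 0% = enzyme with vehicle and 100% = wells lacking enzyme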
Target sequence (Q8NCG7 whole entry, looked up): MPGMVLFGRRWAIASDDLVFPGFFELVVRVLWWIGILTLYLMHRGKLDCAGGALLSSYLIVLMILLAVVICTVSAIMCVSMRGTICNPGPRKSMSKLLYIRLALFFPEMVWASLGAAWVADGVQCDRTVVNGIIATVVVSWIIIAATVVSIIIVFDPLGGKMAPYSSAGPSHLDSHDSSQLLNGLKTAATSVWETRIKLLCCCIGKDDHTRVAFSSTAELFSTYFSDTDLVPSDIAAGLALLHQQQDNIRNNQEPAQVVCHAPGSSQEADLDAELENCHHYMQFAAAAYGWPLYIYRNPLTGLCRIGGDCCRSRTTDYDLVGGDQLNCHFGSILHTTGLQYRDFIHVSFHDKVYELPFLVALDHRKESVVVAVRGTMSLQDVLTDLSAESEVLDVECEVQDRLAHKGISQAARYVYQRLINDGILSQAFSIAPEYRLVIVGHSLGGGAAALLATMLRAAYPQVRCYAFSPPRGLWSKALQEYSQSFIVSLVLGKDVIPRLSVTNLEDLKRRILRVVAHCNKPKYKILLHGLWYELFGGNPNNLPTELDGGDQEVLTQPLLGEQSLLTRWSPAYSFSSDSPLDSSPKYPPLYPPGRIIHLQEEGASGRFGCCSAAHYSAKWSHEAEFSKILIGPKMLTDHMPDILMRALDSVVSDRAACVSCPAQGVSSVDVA
PKA-R2B act: activators of PKA-R2B holoenzyme, primary screen, biochemical, fluorescence polarization, Cy5-IP20, human | PKA-R2B holoenzyme dissociation; R2B truncated from residue 108, S112A mutant; 0% DMSO only, 100% 113 µM cGMP | actives 0.079% (n = 340,000) | activation, % at 11.4 µM | cAMP-dependent protein kinase catalytic subunit beta (Homo sapiens) + cAMP-dependent …;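 active means activation above a cutoff set at the mean over all compounds plus 3 SD, cut at about 18% in these data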;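 further: higher means more holoenzyme dissociation and a rise in polarization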
Tat export inh: E. coli Tat export inhibitors, primary screen, MC4100, TorA-mCherry reporter, fluorescence, single point; inhibition, % at 10 µM; actives 0.036% (n = 340,000); AID 488895, 2010;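 active means mean replicate inhibition at least 50% and at least half of replicates individually reaching 50%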;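 further: exported cargo escapes ClpAP degradation while cytoplasmic cargo is degraded and loses fluorescence; 0% = median of neutral control wells and 100% = median of NaSCN control wells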
PKA-R1A activ: activators of PKA-R1A holoenzyme, primary screen, biochemical, fluorescence polarization, Cy5-IP20, bovine R1A, mouse PKAc; cAMP-dependent protein kinase type I-alpha regulatory subunit (Bos taurus) + …; PKA-R1A dissociation; scaled: DMSO 0%, 113 µM cGMP 100%; activation, % at 11.4 µM; actives 0.083% (n = 340,000); AID 504707, 2011;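 active means percent activation above the mean of all tested compounds plus 3 SD, cut at about 19% in these data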;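 further: higher means more PKAc released from R1A so a rise in polarization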
HTR5A inv ag: HTR5A inverse agonists in luminescence cell assay, primary screen, counter-screen for OPRM1-OPRD1 heterodimer inverse agonist project, full-deck HTS. AID 504634, 2011. HTR5A cell line, inverse agonism. inhibition, % at 9.3 µM. 5-hydroxytryptamine receptor 5A (Homo sapiens), P47898. actives 0.083% (n = 340,000); in the data active means inhibition mostly above about 23%, no sharp cut-off; inactive means mostly below about 18%;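 further: 0% = cells with DMSO and 100% = no-cell wells with DMSO; some compounds called inactive have numbers as strong as hits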
CDK5 p35 inh: inhibitors of human CDK5/p35 kinase, primary screen, biochemical, single concentration; actives 0.01% (n = 330,000); inhibition, % at 10 µM; Cyclin-dependent kinase 5 (Homo sapiens) + Cyclin-dependent kinase 5 activator 1 (Homo …; Recombinant CDK5/p35, ADP-Glo luminescence, 60 min;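 active means highest replicate inhibition of at least 50% and at least 75% of replicates reaching 50%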;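 further: plate controls were DMSO neutral control for no effect and GW8510 at 10 µM for full effect; many of its hits are not listed in these tables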
Starred values were filed as active, the others as inactive; . = not tested or not shown.

compound,phage Ecoli inh,Mot1-301 SUMO,HTR5A ag,Ecoli viability,AddAB inh,DAGLB inh,PKA-R2B act,Tat export inh,PKA-R1A activ,HTR5A inv ag,CDK5 p35 inh
COc1ccc2nc3cc(Cl)ccc3c(Nc3cc(C(C)C)c(O)cc3C)c2c1,1.5,143,2,0.7,0.4,15,-10,-22,-7,-9,0.9
CC1(C)COC(c2ccccc2Cl)OC1,1.6,.,-5,.,.,2,5,-7,-4,19,-2.1
O=c1[nH]c(CN2CCN(c3ccccc3O)CC2)nc2scc(-c3ccccc3Cl)c12,1.2,43,2,-1.1,-2.1,-1,-8,5,-3,6,0.9
CCOC(=O)C(CC)n1cnc2c(nnn2-c2ccc(F)cc2)c1=O (stereo unspecified),2.7,-10,1,1.9,-1.8,1,-9,-2,-3,-2,-0.5
CC(C)N(C(=O)[C@H]1CC(CC(=O)NCCN2CCOCC2)C(=O)N2CCc3c([nH]c4ccccc34)[C@]12C)C(C)C (stereo partly specified),0.9,-19,-2,-1.4,0.7,0,0,0,-1,7,0.1
CCOC(=O)N1CCN(Cc2oc(CO)cc(=O)c2O)CC1,0.3,324,1,2.7,-4.8,-2,1,-5,2,-1,-0.7
Cc1c(C(=O)O)oc2ccc(S(=O)(=O)N(CC(C)C)CC(C)C)cc12,0.8,3,6,1.5,2.5,8,1,-3,-6,6,0.6
CC(=O)C[C@H](O)CC(=O)[C@@H]1OC(=O)CCCCC/C=C/Cc2ccccc21,3.4,0,2,1.4,2.2,-2,3,3,7,7,-2.2
O=C(NCc1cccnc1)c1ccc(-c2cc(Cl)ccc2Cl)o1,3.4,18,-4,-0.6,-0.7,-1,-1,-4,4,-8,-2.7
CCN(Cc1ccncc1)C(=O)CSc1ccc2ccccc2c1,2.1,-1,0,-0.9,0.2,4,3,0,-10,0,0.2
Cc1ccc(OCCC(=O)OCC(=O)Nc2cc(C)nn2-c2ccccc2)cc1,-0.3,14,2,1.7,2.0,0,-1,5,9,24,0.5
CCOC(=O)c1sc(NC(=O)/C=C/c2cnn(CC)c2C)c(C(=O)OCC)c1C,0.7,-11,4,-0.6,-0.9,-2,-4,0,-1,-12,1.7
Fc1ccc(-c2csc(=S)[nH]2)cc1,4.6,5,-3,1.4,2.7,3,4,1,-11,7,1.1
CNC(=O)CC(C(=O)O)c1ccc(OCC(C)C)cc1 (stereo unspecified),2.5,297,3,0.5,2.7,-2,0,-1,-5,-12,-0.9
CCN(CC)c1ccc(C(=O)OCC(=O)NC2CCCCC2C)cc1 (stereo unspecified),1.6,0,7,-0.8,-1.0,-2,0,-8,-15,-1,0.5

(cont.)
compound,phage Ecoli inh,Mot1-301 SUMO,HTR5A ag,Ecoli viability,AddAB inh,DAGLB inh,PKA-R2B act,Tat export inh,PKA-R1A activ,HTR5A inv ag,CDK5 p35 inh
O=C(c1cccc(S(=O)(=O)N2CCc3ccccc32)c1)N1CCc2ccccc2C1,2.1,20,9,1.8,2.0,-2,-2,7,-1,-21,0.1
COCc1cc(C)nc(SCC(=O)NC2CCCCC2C)c1C#N (stereo unspecified),0.7,-1,-4,1.4,1.8,-3,-6,-6,-19,-7,0.1
Cc1cccc(NC(=S)NC2CC3C=CC2C3)c1 (stereo unspecified),2.5,384,6,4.4,0.2,-4,-1,-3,7,-39,-0.6
Cc1ccc(O)c(-c2cc(-c3ccccc3C)[nH]n2)c1,2.7,.,5,.,.,-6,-20,5,-8,-27,-0.2
O=C1OC(Cc2ccccn2)C(=O)C1=C1SCCS1 (stereo unspecified),2.8,7,0,2.7,4.0,-1,0,-6,-12,18,-0.3
CCc1nnc(NC(=O)C(NS(=O)(=O)c2ccc3c(c2)OCCO3)C(C)C)s1 (stereo unspecified),0.3,-10,5,-0.9,-0.9,2,-4,8,3,-18,-0.2
COc1ccc(-c2cc(C#N)nc(Oc3ccc(Cl)cc3)n2)cc1,2.5,-2,3,2.2,4.2,-8,8,-6,11,-10,-2.1
CCOc1ccc(NC(=O)CN(C)Cc2cc(=O)n3c(-c4ccccc4)csc3n2)cc1OCC,3.7,6,2,0.2,-2.7,3,1,-2,2,12,0.6
COc1ccc(C2C(C(=O)Nc3ccc4c(c3)OCCO4)c3ccccc3C(=O)N2C)cc1 (stereo unspecified),3.9,.,2,0.2,3.6,-2,10,14,3,-14,-0.1
O=C(COC(=O)c1cc2ccccc2o1)NCc1ccco1,3.6,.,-6,-1.5,1.3,-4,1,-3,2,16,-0.4
Cc1ccc(-c2noc(CN(C(=O)CCN3C(=O)c4ccccc4C3=O)C(C)C)n2)cc1,0.9,-2,-2,0.3,1.2,-2,-2,3,-2,13,-0.2
O=C(CSc1ccc(-c2cccs2)nn1)Nc1ccccc1F,0.3,-5,-7,-2.1,-2.4,-2,-3,3,11,-15,-0.2
O=C(C[n+]1ccccc1)N1c2ccccc2Sc2ccccc21,3.6,-10,5,0.0,0.1,3,1,-4,-14,-10,2.1
CCN(CC)C(=O)Cn1cnc([N+](=O)[O-])n1,1.1,-5,6,1.1,1.3,0,-7,-9,4,8,0.6
CCc1ccc(C(C)NC(=O)c2ncn[nH]2)cc1 (stereo unspecified),2.1,-1,0,-1.6,1.9,2,-1,10,1,1,1.3

Continuation:
compound,phage Ecoli inh,Mot1-301 SUMO,HTR5A ag,Ecoli viability,AddAB inh,DAGLB inh,PKA-R2B act,Tat export inh,PKA-R1A activ,HTR5A inv ag,CDK5 p35 inh
Cc1ccc(C(=O)ON=C2CCN(c3ccc([N+](=O)[O-])cc3)CC2)cc1,0.5,-12,2,2.8,4.0,-1,-10,2,-3,-22,-0.3
Cc1nc(SCC(=O)N2CCN(C(=O)c3ccco3)CC2)c2c(C)c(C)sc2n1,1.8,-9,7,0.5,-1.5,-4,-6,10,-1,-25,0.6
O=C(CN1C(=O)/C(=C\c2ccc(F)cc2)Oc2ccccc21)N1CCN(c2ccccn2)CC1,2.1,155,5,-0.1,3.1,-2,-10,-1,-5,-18,-0.7
O=C1NCCCC1C(=O)N/N=C/c1cccc(Cl)c1 (stereo unspecified),4.1,0,-2,-0.1,1.8,1,5,2,3,4,1.1
Cc1ccc(NC(=S)Nc2cc(-c3ccccc3)[nH]n2)cc1Cl,2.3,4,8,1.7,0.4,1,14,-11,-4,-23,-5.3
C/C=C/c1ccc(OCC(=O)OCC(=O)NC2CC2)c(OC)c1,1.8,.,1,.,.,2,0,-5,-8,-2,-1.6
CC(C)[C@H](N)C(=O)NC[C@H]1O[C@@H](n2cnc3c(N)ncnc32)[C@H](O)[C@@H]1O,1.2,.,4,-0.5,0.1,-2,-4,-4,-7,-13,1.1
COc1cc(NC(=O)Cn2cnc(S(=O)(=O)N3CCc4ccccc43)c2)cc(OC)c1OC,2.0,-17,-3,2.1,3.7,3,-3,3,-16,2,-1.1
C[C@@H](c1ccccc1)N1C[C@H]2CCCN2c2cc(Br)ccc2S1(=O)=O,3.2,.,0,0.4,-1.1,-12,-10,-5,-7,0,-0.2
CCCC(=O)NC(c1ccc(OC)c(OC)c1)c1cc(Cl)c2cccnc2c1O (stereo unspecified),14*,-8,0,11*,7.6,8,8,-5,4,-14,1.1
CC(=O)N1CCc2c(sc(NC(=O)c3ccc4c(c3)OCCO4)c2C#N)C1,1.3,26,-5,2.1,0.7,-1,-11,5,-8,15,-1.2
O=C(CC1C(=O)NCCN1Cc1cccc(Oc2ccccc2)c1)NCC1CCOCC1 (stereo unspecified),7.3,20,-5,0.8,0.9,0,6,-14,-10,13,1.0
CC1=C/C(=N\NC(=S)NCCc2ccccc2)CC(C)(C)C1,4.1,14,0,1.9,-1.0,-12,-10,-3,-4,34,0.8
CCCCCC(=O)Nc1cccc(C2=NOC3(C2)C[C@H](C(N)=O)N(C(=O)c2ccccc2C(=O)c2ccccc2)C3)c1 (stereo partly specified),1.0,18,-2,-2.7,1.9,0,3,-1,-4,7,2.5
O=C(NCc1ccc(F)cc1)c1cnccn1,2.8,25,0,0.6,0.4,-2,3,8,-9,-23,-6.7

(continued)
compound,phage Ecoli inh,Mot1-301 SUMO,HTR5A ag,Ecoli viability,AddAB inh,DAGLB inh,PKA-R2B act,Tat export inh,PKA-R1A activ,HTR5A inv ag,CDK5 p35 inh
Cc1cccc(NC(=O)c2ccc(S(=O)(=O)N3CCCCC3)cc2)n1,1.4,0,4,0.2,0.9,-1,-2,14,-6,-11,0.3
CCC(Sc1ccccc1C(=O)O)C(=O)O (stereo unspecified),1.1,-7,10,0.1,0.8,-2,0,-9,3,-26,-0.6
Cc1cc2c(cc1C)N(C(=O)CN1C(=O)c3ccccc3C1=O)C(C)(C)c1ssc(=S)c1-2,-1.0,1,5,-2.0,6.2,21,3,4,-6,8,-1.7
Cn1c(=O)oc2cc(S(=O)(=O)NC3CCCCC3)ccc21,1.8,-17,-1,2.1,1.2,1,6,-1,-3,2,3.2

Screens from PubChem BioAssay.

Outcome played no part in choosing rows; 2.3% or so of the library scored in one or more.
